Bioassay records deposited in PubChem by Broad Institute.
TcdB GH inh – TcdB glycohydrolase inhibition; TcdB glycohydrolase enzymatic assay, plate reader; AID 652162; inhibition, % at 9.99 µM; 350,000 compounds, 0.24% hits; in the data active = inhibition above about 10%
Target sequence (P18177 whole entry, looked up): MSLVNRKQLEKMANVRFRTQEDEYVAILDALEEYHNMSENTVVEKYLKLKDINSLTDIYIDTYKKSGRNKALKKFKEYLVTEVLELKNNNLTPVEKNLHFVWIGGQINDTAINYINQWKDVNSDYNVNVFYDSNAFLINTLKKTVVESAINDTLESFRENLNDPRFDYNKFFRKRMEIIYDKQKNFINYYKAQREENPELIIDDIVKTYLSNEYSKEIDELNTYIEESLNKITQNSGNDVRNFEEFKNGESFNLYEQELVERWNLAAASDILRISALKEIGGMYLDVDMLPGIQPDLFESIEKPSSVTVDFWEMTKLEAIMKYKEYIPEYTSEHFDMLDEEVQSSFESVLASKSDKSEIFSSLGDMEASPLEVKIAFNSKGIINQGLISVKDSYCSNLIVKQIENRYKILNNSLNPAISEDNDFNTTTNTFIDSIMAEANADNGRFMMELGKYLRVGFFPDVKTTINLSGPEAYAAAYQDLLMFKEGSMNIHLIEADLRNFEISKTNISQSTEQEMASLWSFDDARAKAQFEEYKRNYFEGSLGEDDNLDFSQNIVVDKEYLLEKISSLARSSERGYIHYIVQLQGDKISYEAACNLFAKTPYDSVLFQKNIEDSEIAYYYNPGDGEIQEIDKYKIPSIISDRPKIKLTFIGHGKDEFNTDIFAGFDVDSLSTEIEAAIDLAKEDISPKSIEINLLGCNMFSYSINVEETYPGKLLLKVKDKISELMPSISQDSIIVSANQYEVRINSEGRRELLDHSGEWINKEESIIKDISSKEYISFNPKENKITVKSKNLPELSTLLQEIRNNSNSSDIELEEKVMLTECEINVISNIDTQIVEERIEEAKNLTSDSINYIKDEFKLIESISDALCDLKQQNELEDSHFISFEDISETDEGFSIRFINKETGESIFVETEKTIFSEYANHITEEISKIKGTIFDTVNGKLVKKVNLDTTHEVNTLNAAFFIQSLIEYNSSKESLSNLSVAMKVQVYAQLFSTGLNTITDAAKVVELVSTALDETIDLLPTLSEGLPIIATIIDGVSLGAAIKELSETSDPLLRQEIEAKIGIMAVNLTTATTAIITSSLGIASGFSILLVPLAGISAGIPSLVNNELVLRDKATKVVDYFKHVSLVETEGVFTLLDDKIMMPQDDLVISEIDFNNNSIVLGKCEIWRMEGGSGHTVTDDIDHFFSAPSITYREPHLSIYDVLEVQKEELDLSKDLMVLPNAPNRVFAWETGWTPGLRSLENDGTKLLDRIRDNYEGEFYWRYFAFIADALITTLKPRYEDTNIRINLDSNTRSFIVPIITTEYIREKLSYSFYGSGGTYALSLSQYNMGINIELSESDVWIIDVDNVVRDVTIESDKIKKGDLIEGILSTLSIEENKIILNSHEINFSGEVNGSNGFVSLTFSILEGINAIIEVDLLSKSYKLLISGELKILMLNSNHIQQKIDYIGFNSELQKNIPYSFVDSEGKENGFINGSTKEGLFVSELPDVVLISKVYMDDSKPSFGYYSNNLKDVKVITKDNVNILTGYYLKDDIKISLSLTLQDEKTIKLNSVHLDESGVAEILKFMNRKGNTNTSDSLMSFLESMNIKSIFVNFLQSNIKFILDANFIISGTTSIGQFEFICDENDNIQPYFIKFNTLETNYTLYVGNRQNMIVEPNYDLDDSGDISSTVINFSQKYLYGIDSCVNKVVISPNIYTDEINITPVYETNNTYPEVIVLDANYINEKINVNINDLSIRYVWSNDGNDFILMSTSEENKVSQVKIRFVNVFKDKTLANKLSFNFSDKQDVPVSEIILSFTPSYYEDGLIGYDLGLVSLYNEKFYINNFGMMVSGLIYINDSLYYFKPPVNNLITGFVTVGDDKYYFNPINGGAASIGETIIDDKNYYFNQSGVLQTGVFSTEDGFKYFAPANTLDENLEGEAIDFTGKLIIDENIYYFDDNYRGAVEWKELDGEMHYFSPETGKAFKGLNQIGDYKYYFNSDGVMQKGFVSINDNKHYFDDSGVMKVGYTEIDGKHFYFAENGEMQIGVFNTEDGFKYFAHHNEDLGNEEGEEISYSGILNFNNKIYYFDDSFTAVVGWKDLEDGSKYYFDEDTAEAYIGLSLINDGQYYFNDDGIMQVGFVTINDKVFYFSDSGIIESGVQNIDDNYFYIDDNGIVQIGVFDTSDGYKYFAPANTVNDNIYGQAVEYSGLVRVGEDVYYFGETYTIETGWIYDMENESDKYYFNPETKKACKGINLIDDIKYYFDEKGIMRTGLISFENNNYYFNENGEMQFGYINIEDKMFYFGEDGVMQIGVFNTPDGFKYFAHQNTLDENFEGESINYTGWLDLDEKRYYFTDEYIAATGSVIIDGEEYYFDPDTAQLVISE
Starred values were filed as active, the others as inactive.

Sample of the layout (four entries):
For CN1CCN(C(=O)C[C@@H]2CC[C@H]3[C@@H](COC[C@H](O)CN3C(=O)Nc3ccc(Cl)cc3)O2)CC1 the results were TcdB GH inh -2.5.
For COc1ccc(CN(C)C[C@H]2OCCCC[C@H](C)Oc3ccc(NC(=O)C4CCCCC4)cc3C(=O)N([C@H](C)CO)C[C@@H]2C)cc1 the results were TcdB GH inh 1.2.
C[C@H](CO)N1C[C@H](C)[C@H](CN(C)S(=O)(=O)c2ccc(Cl)cc2)Oc2ccc(NC(=O)CCCCCC(=O)Nc3ccccc3N)cc2C1=O was read as TcdB GH inh -1.0.
`CNC[C@@H]1Oc2c(NC(=O)c3ccncc3)cccc2C(=O)N([C@H](C)CO)C[C@@H]1C` gave TcdB GH inh -0.4.

This part in full, previewed entries included:
For CN1CCN(C(=O)C[C@@H]2CC[C@H]3[C@@H](COC[C@H](O)CN3C(=O)Nc3ccc(Cl)cc3)O2)CC1 the results were TcdB GH inh -2.5.
For COc1ccc(CN(C)C[C@H]2OCCCC[C@H](C)Oc3ccc(NC(=O)C4CCCCC4)cc3C(=O)N([C@H](C)CO)C[C@@H]2C)cc1 the results were TcdB GH inh 1.2.
C[C@H](CO)N1C[C@H](C)[C@H](CN(C)S(=O)(=O)c2ccc(Cl)cc2)Oc2ccc(NC(=O)CCCCCC(=O)Nc3ccccc3N)cc2C1=O was read as TcdB GH inh -1.0.
`CNC[C@@H]1Oc2c(NC(=O)c3ccncc3)cccc2C(=O)N([C@H](C)CO)C[C@@H]1C` gave TcdB GH inh -0.4.
`C[C@H](CO)N1C[C@H](C)[C@@H](CN(C)C(=O)Nc2ccc(C(F)(F)F)cc2)Oc2ccc(NS(=O)(=O)c3cccs3)cc2CC1=O` gave TcdB GH inh -0.1.
Cc1noc(C)c1NC(=O)Nc1ccc2c(c1)CC(=O)N([C@H](C)CO)C[C@H](C)[C@H](CN(C)S(=O)(=O)c1cccs1)O2 was read as TcdB GH inh -0.9.
C[C@@H]1CN([C@H](C)CO)C(=O)c2cc(C3=CCCC3)cnc2O[C@H]1CN(C)C(=O)Nc1ccccc1 was read as TcdB GH inh 0.6.
`O=C(NCC[C@@H]1CC[C@@H](NS(=O)(=O)Cc2ccccc2)[C@@H](CO)O1)C1CCC1` gave TcdB GH inh -1.5.
`Cc1noc(C)c1NC(=O)N(C)C[C@@H]1Oc2ccc(NS(=O)(=O)c3ccc(Cl)cc3)cc2CC(=O)N([C@@H](C)CO)C[C@H]1C` gave TcdB GH inh 0.4.
`CO[C@H]1CN(C)C(=O)c2ccc(NC(=O)Cc3ccccc3)cc2OC[C@H](C)N(C)C[C@@H]1C` gave TcdB GH inh 0.9.
Screening CC(C)[C@H](C)NC(=O)N(C)C[C@@H]1OCc2ccccc2-c2c(n(C)c3ccccc23)C(=O)N([C@@H](C)CO)C[C@H]1C returned TcdB GH inh 0.7.
`CN(C)CC#Cc1ccc([C@@H]2[C@H]3CN(C(=O)C4CCCC4)CCCCN3[C@H]2CO)cc1` gave TcdB GH inh 0.2.
Screening CCCNC(=O)N1[C@H](CNC(=O)CC)[C@@H](c2ccc(C3=CCCC3)cc2)[C@@H]1CO returned TcdB GH inh -0.4.
For C[C@H]1CCCCO[C@H](CN(C)S(=O)(=O)c2ccccc2)[C@@H](C)CN([C@@H](C)CO)C(=O)c2cc(NC(=O)Nc3ccc4c(c3)OCO4)ccc2O1 the results were TcdB GH inh 0.6.
COc1ccc2c3c([nH]c2c1)[C@H](CO)N(C(=O)NC(C)C)CC31CCN(C(=O)C2CCCC2)CC1 was read as TcdB GH inh 0.4.
Screening CCCNC(=O)N1[C@@H]2c3ccc(-c4cccc(C(=O)N(C)C)c4)c(=O)n3C[C@H]1[C@H](CO)[C@H]2C(=O)O returned TcdB GH inh -0.7.
Screening CO[C@@H]1CN(C)C(=O)c2cc(NC(=O)C3CCOCC3)ccc2OC[C@@H](C)N(CC2CC2)C[C@H]1C returned TcdB GH inh 0.1.
`O=C(c1ccc2c(c1)OCO2)N1CC[C@@H]2[C@@H](CO)Nc3ccc(-c4ccccc4)cc3[C@@H]21` gave TcdB GH inh -2.3.
Screening Cc1noc(C)c1S(=O)(=O)Nc1cccc2c1O[C@@H](CN(C)Cc1ccc(Oc3ccccc3)cc1)[C@@H](C)CN([C@H](C)CO)C2=O returned TcdB GH inh 3.8.
For Cc1noc(C)c1NC(=O)Nc1ccc2c(c1)C(=O)N([C@H](C)CO)C[C@H](C)[C@H](CN(C)S(C)(=O)=O)O2 the results were TcdB GH inh 1.4.
`C[C@H](CO)N1C[C@H](C)[C@H](CN(C)S(=O)(=O)c2cccs2)Oc2c(NC(=O)Nc3ccc(C(F)(F)F)cc3)cccc2C1=O` gave TcdB GH inh 0.2.
O=C(C[C@H]1CC[C@H]2[C@@H](COC[C@@H](O)CN2Cc2cc(F)ccc2F)O1)NCc1ccc(F)cc1 was read as TcdB GH inh 0.0.
Screening O=C(CN1CCOCC1)N1CCCCN2[C@H](CO)[C@H](c3ccc(Br)cc3)[C@H]2C1 returned TcdB GH inh 0.5.
COc1ccc2c3c(n(C)c2c1)[C@@H](CO)NCC31CCN(CC2CCCC2)CC1 was read as TcdB GH inh 0.3.
`CCCC#Cc1cnc2c(c1)C(=O)N([C@@H](C)CO)C[C@H](C)[C@H](CN(C)C(=O)C1CCOCC1)O2` gave TcdB GH inh -0.9.
For C[C@H]1CN([C@@H](C)CO)C(=O)c2ccccc2-c2ccccc2CO[C@H]1CN(C)Cc1ccccc1C(F)(F)F the results were TcdB GH inh -0.1.
C[C@H]1CN([C@@H](C)CO)C(=O)Cc2cc(NC(=O)Nc3cccc4ccccc34)ccc2O[C@@H]1CN(C)Cc1ccccc1 was read as TcdB GH inh 0.3.
`C[C@@H]1CN([C@H](C)CO)C(=O)c2ccccc2-c2ccccc2CO[C@H]1CN(C)C(=O)Nc1ccc(F)cc1` gave TcdB GH inh -0.5.
`CC(C)CC#Cc1ccc2c(c1)O[C@@H](CN(C)CC1CCOCC1)[C@@H](C)CN([C@H](C)CO)S2(=O)=O` gave TcdB GH inh -0.5.
CO[C@H](CN(C)C(=O)C1CCOCC1)[C@@H](C)CN(C(=O)Nc1ccc(C(F)(F)F)cc1)[C@H](C)CO was read as TcdB GH inh 0.0.
For NCCCCCCNC(=O)[C@@H]1C[C@@H]2C(=O)NCC(=O)N2[C@@H]1c1ccc(O)cc1 the results were TcdB GH inh -0.5.
Screening Cc1noc(C)c1NC(=O)N(C)C[C@@H]1Oc2c(NC(=O)Nc3ccc(C(F)(F)F)cc3)cccc2C(=O)N([C@@H](C)CO)C[C@@H]1C returned TcdB GH inh 2.5.
For Cc1noc(C)c1C(=O)N(C)C[C@H]1OCc2ccccc2-c2ccccc2C(=O)N([C@H](C)CO)C[C@@H]1C the results were TcdB GH inh -0.8.
For Cc1ccc(S(=O)(=O)N(C)C[C@H]2Oc3ccc(NC(=O)NC(C)C)cc3CC(=O)N([C@H](C)CO)C[C@H]2C)cc1 the results were TcdB GH inh -0.2.
OC[C@H]1[C@@H](c2ccc(C#Cc3ccccc3)cc2)[C@H]2CN(CC3CCOCC3)CCCCN21 was read as TcdB GH inh 1.7.
Screening COc1ccc(NC(=O)N[C@@H]2CC[C@@H](CC(=O)NCc3ccccn3)O[C@@H]2CO)cc1 returned TcdB GH inh -1.4.
COc1cccc(NC(=O)C[C@H]2CC[C@@H]3[C@H](COc4ccc(NC(=O)C5CCCCC5)cc4C(=O)N3C)O2)c1 was read as TcdB GH inh -2.4.
Screening Cc1ccc(S(=O)(=O)N(C)C[C@@H]2OCCCC[C@H](C)Oc3ccc(NC(=O)Nc4ccc(C(F)(F)F)cc4)cc3C(=O)N([C@H](C)CO)C[C@H]2C)cc1 returned TcdB GH inh -0.5.
For C[C@H](CO)N1C[C@H](C)[C@H](CN(C)Cc2ccc(C(=O)Nc3ccccc3N)cc2)Oc2ccc(NS(=O)(=O)c3cccs3)cc2C1=O the results were TcdB GH inh 0.0.
C[C@H]1CN([C@@H](C)CO)C(=O)Cc2cc(NC(=O)Nc3ccccc3)ccc2O[C@@H]1CN(C)Cc1ccncc1 was read as TcdB GH inh 0.3.
`O=C(c1ccc2c(c1)OCO2)N1C[C@@H]2[C@H](c3ccccc31)[C@H](CO)N2Cc1ccccc1Cl` gave TcdB GH inh 0.4.
C[C@@H]1CN([C@H](C)CO)C(=O)c2cc(NC(=O)Nc3ccc(F)cc3)ccc2O[C@@H](C)CCCCO[C@@H]1CN(C)C(=O)Cc1ccccc1 was read as TcdB GH inh -3.7.
For CN(C)C(=O)c1ccc(-c2cccc(-c3nc(C(=O)NC4CCCCC4)cc4c3[C@H](CCO)N([S@@](=O)C(C)(C)C)C4)c2)cc1 the results were TcdB GH inh -0.1.
For COc1ccccc1CNC(=O)C[C@@H]1C[C@@H]2c3cc(NS(=O)(=O)c4ccc(F)cc4)ccc3O[C@@H]2[C@H](CO)O1 the results were TcdB GH inh -0.5.
For CCC(=O)N1[C@H](C#N)[C@@H](c2ccccc2-c2cccc(C)c2)[C@@H]1CO the results were TcdB GH inh 0.7.

4 entries picked at random from the list so far, as already listed:
`O=C(c1ccc2c(c1)OCO2)N1C[C@@H]2[C@H](c3ccccc31)[C@H](CO)N2Cc1ccccc1Cl` gave TcdB GH inh 0.4.
Screening Cc1noc(C)c1NC(=O)N(C)C[C@@H]1Oc2c(NC(=O)Nc3ccc(C(F)(F)F)cc3)cccc2C(=O)N([C@@H](C)CO)C[C@@H]1C returned TcdB GH inh 2.5.
Screening Cc1ccc(S(=O)(=O)N(C)C[C@@H]2OCCCC[C@H](C)Oc3ccc(NC(=O)Nc4ccc(C(F)(F)F)cc4)cc3C(=O)N([C@H](C)CO)C[C@H]2C)cc1 returned TcdB GH inh -0.5.
For Cc1noc(C)c1NC(=O)Nc1ccc2c(c1)C(=O)N([C@H](C)CO)C[C@H](C)[C@H](CN(C)S(C)(=O)=O)O2 the results were TcdB GH inh 1.4.

Later entries.
Screening COc1ccc2c3c(n(C)c2c1)[C@@H](CO)N(CC1CCOCC1)CC31CCN(Cc2nccs2)CC1 returned TcdB GH inh -4.9.
`C[C@H]1CN([C@@H](C)CO)C(=O)Cc2cc(N(C)C)ccc2O[C@@H]1CN(C)Cc1ccc2c(c1)OCO2` gave TcdB GH inh -5.6.
`COc1ccc(CN(C)C[C@@H]2Oc3c(NC(=O)Nc4ccc5c(c4)OCO5)cccc3C(=O)N([C@H](C)CO)C[C@@H]2C)cc1` gave TcdB GH inh -6.4.
CCNC(=O)C[C@@H]1CC[C@H]2[C@@H](COc3ccc(NC(=O)Nc4cccc(Cl)c4)cc3C(=O)N2C)O1 was read as TcdB GH inh 0.2.
Screening O=C(C[C@H]1CC[C@@H](NC(=O)Nc2ccc(C(F)(F)F)cc2)[C@@H](CO)O1)NCCN1CCCC1 returned TcdB GH inh 1.5.
CC=Cc1ccc2n(c1=O)C[C@H]1[C@H](CO)[C@@H](C(=O)NCCC)[C@@H]2N1C(=O)c1ccncc1 (mixture of isomers) was read as TcdB GH inh 0.3.
O=S(=O)(N[C@@H]1CC[C@@H](CCn2cc(-c3ccccc3F)nn2)O[C@H]1CO)c1ccc(Cl)cc1 was read as TcdB GH inh -0.6.
C[C@@H]1CN([C@H](C)CO)C(=O)c2cc(C#CC(C)(C)O)cnc2O[C@@H]1CN(C)Cc1cncnc1 was read as TcdB GH inh -0.6.
Screening C[C@H]1CN([C@@H](C)CO)C(=O)Cc2cc(NC(=O)CCN3CCOCC3)ccc2O[C@H]1CN(C)S(C)(=O)=O returned TcdB GH inh -0.8.
O=C(C[C@H]1C[C@H]2c3cc(NC(=O)NC4CCCCC4)ccc3O[C@H]2[C@@H](CO)O1)NC1CCCC1 was read as TcdB GH inh -1.3.
Screening CCC(=O)N(C)C[C@H]1Oc2cc(-c3cncnc3)ccc2S(=O)(=O)N([C@H](C)CO)C[C@H]1C returned TcdB GH inh 0.2.
`COc1ccc(NC(=O)Nc2cccc3c2O[C@H](CN(C)C)[C@H](C)CN([C@H](C)CO)C3=O)cc1` gave TcdB GH inh 0.3.
Screening CCCNC(=O)[C@@H]1[C@@H](CO)[C@@H]2Cn3c(ccc(-c4cccc(F)c4)c3=O)[C@H]1N2Cc1ccccc1F returned TcdB GH inh 1.4.
`COCc1cn(CC[C@H]2CC[C@@H](NC(=O)c3ccc(F)cc3)[C@@H](CO)O2)nn1` gave TcdB GH inh 0.1.
For Cc1ccc(S(=O)(=O)Nc2cccc3c2O[C@@H](CN(C)S(=O)(=O)c2ccc(C)cc2)[C@@H](C)CN([C@H](C)CO)C3=O)cc1 the results were TcdB GH inh -0.1.
Screening Cc1ccc(S(=O)(=O)N(C)C[C@H]2Oc3ncc(C#CC4(O)CCCC4)cc3C(=O)N([C@@H](C)CO)C[C@H]2C)cc1 returned TcdB GH inh 0.8.
Screening CCCNC(=O)N1C[C@H](O)COC[C@H]2O[C@@H](CC(=O)O)CC[C@@H]21 returned TcdB GH inh -0.5.
N#C[C@@H]1[C@H](c2ccc(C#CC3CCCCC3)cc2)[C@H](CO)N1C(=O)Cc1ccccn1 was read as TcdB GH inh -0.1.
`O=C(C[C@H]1C=C[C@@H](NC(=O)c2ccc3c(c2)OCO3)[C@H](CO)O1)NCc1ccc(F)cc1` gave TcdB GH inh -2.6.
Screening C[C@@H]1CN([C@@H](C)CO)C(=O)c2cc(NC(=O)c3ccccc3)ccc2O[C@@H](C)CCCCO[C@@H]1CN(C)C(=O)Cc1ccccc1 returned TcdB GH inh 1.3.
Screening Cc1noc(C)c1NC(=O)N(C)C[C@H]1Oc2c(NC(=O)Nc3ccc4c(c3)OCO4)cccc2C(=O)N([C@H](C)CO)C[C@H]1C returned TcdB GH inh -1.0.
`O=S(=O)(N[C@@H]1CC[C@@H](CCn2cc(-c3ccc(F)cc3)nn2)O[C@@H]1CO)c1ccccc1F` gave TcdB GH inh -2.2.
Screening C[C@@H]1CN([C@@H](C)CO)C(=O)CCCn2cc(nn2)CO[C@H]1CN(C)Cc1cccc(C(=O)O)c1 returned TcdB GH inh -1.0.
Cc1ccc(-c2ccc([C@@H]3[C@@H](CO)N4CCCCN(C)C[C@H]34)cc2)cc1 was read as TcdB GH inh -0.2.
COc1ccc(CNC(=O)C[C@H]2CC[C@H]3[C@@H](COc4ccc(NC(=O)C5CC5)cc4C(=O)N3C)O2)cc1 was read as TcdB GH inh -0.8.
For CC=Cc1ccc2n(c1=O)C[C@@H]1[C@@H](CO)[C@H](C(=O)NCCC)N(CC3CCOCC3)[C@H]21 (mixture of isomers) the results were TcdB GH inh 0.0.
`CC(=O)N(C)C[C@H]1Oc2cc(C#CC3CCCCC3)ccc2S(=O)(=O)N([C@@H](C)CO)C[C@@H]1C` gave TcdB GH inh 0.0.

Only part of the results is shown; rates above refer to the full screens.
